# aSyn yeast rescue: inhibitors of alpha-synuclein toxicity in yeast | S. cerevisiae alpha-synuclein toxicity rescue, BacTiter-Glo growth, 24 h | Potency, µM (doses to about 46.1 µM), for inactives: at the highest dose growth rescue (activation), usual class: activators | actives 0.02% (n = 94,000) | AID 1347070; active = well fitted activation curve with a large enough effect; inconclusive = small, poorly fitted or top-dose-only effect; note: 0% is about no effect
#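 Growth restoration measured by BacTiter-Glo luminescence after 24 hr at 30 deg C; alpha-synuclein yeast, raffinose-pregrown to mid-log, were added at OD600=0.02 in galactose medium onto pinned compounds.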
# * hit, by the source's call; ? = inconclusive; [ ] = another dose, or the depositor's remark. Potency is the fitted concentration of half-maximal effect.
SMILES,aSyn yeast rescue
Cc1cccc(NS(=O)(=O)c2ccc3c(c2)OCC(C(=O)N2CCCC2)O3)c1C (stereo not given),0%
O=C(NCc1ccccc1CN1CCCC1)c1ccc(S(=O)(=O)Nc2ccccc2)cc1,-1%
COc1cc(/C=C/c2ccc3c([N+](=O)[O-])cccc3n2)ccc1OCC(=O)O,-2%
CS(=O)(=O)N(CC(=O)NCCSCc1ccccc1)c1ccc2c(c1)OCO2,-3%
Cc1cccc(C2C=C(c3ccc(C)c(C)c3)Nc3nnnn32)c1 (stereo not given),0%
COc1ccc(C(CC(=O)Nc2ncccc2C)N2Cc3ccccc3C2=O)cc1OC (stereo not given),-1%
O=C(CCCn1c(=O)c2ccccc2n(CC(=O)N2CCN(c3ccccc3)CC2)c1=O)NCc1ccco1,6%
COc1ccccc1CCC(=O)OCC(=O)Nc1cccc(S(=O)(=O)N2CCOCC2)c1,-2%
COc1ccc(C(=O)NCc2nnnn2-c2ccc(C)c(C)c2)cc1,-61%[inhibitor]
Fc1ccc(-c2csc(=Nc3cccc(C(F)(F)F)c3)n2Cc2ccc3c(c2)OCO3)cc1,1%
Cc1ccsc1CCN1C(=O)N(c2ccccc2)C(=O)C1CC(=O)Nc1ccc(F)cc1 (stereo not given),17%
Nc1cc(-c2ccccc2)nn1Cc1ccccc1,-3%
Cc1cccc(-c2nc(C)c(CCNC(=O)C(=O)Nc3ccccc3C#N)s2)c1,3%
COc1cccc(CNC(=O)Cn2ncn3nc(-c4cccs4)cc3c2=O)c1OC,6%
C[C@@H]1CN([C@H](C)CO)C(=O)c2c(c3ccccc3n2C)-c2ccccc2CO[C@H]1CN(C)S(=O)(=O)c1cn(C)cn1,2%
Cc1sc2ccccc2[n+]1CC(=O)O,5%
COc1ccc(NC(=O)/C(C#N)=C/c2cc(C)n(-c3ccc(F)cc3)c2C)cc1,-5%
Cc1ccc(-c2n[nH]c3c2C(c2ccc(C(C)(C)C)cc2)NC3=O)cc1 (stereo not given),-6%
O=C(Nc1ccc(NC(=O)c2ccccc2F)cn1)c1ccco1,-12%
COc1ccc(N(C(=O)c2snc(C(N)=O)c2N)C(C(=O)NCc2ccccc2)c2ccc(O)cc2)cc1 (stereo not given),-7%
CCC1CCc2nc3sc(C(=O)Nc4ccc(C)cc4C)c(N)c3cc2C1 (stereo not given),-8%
CC(C)NC(=O)c1ccc(-n2c(-c3ccccc3)cc3c2CCCC3)cc1,-4%
CCN1CCN(c2sc(S(=O)(=O)CC)nc2S(=O)(=O)c2ccc(Cl)cc2)CC1,-5%
COc1ccc(S(=O)(=O)Nc2cc(S(=O)(=O)c3ccccc3)c(O)c(C)c2C)cc1,5%
Clc1ccc(CN2CCN(/N=C/c3cccnc3)CC2)cc1,3%
CCOc1ccc(S(=O)(=O)NCCC(=O)NC2CCCCC2)cc1,7%
COc1ccccc1N1CCN(CCCN2C(=O)C3CCCCN3C2=O)CC1 (stereo not given),-13%
O=c1c2ccccc2sn1-c1ccc(Cl)cc1Cl,-79%[inhibitor]
CCOc1ccc(CNC(=O)C2CCN(C(=O)c3sccc3-n3cccc3)CC2)cc1,8%
COc1ccc(OC)c(/C=N/NC(=O)CC(=O)NC2CCCCC2)c1,-2%
Cc1nnc(SCC(=O)Nc2ccc(C(N)=O)cc2)n1-c1ccccc1,0%
CC(C)C(Nc1ncnc2c1oc1ccccc12)C(=O)O (stereo not given),5%
O=C(COc1cccc(Cl)c1Cl)Nc1ccc2c(c1)CCC2,3%
CCOc1cc(C)c(C(C)C)cc1S(=O)(=O)n1ccnc1CC,2%
COc1cc(C(=O)Nc2ccc(Cl)c(-c3nc4ncccc4o3)c2)cc(OC)c1OC,-6%
CC1(C)Oc2ccc(C(=O)Nc3ccccc3F)cc2N(CC(=O)N2CCOCC2)C1=O,0%
CCOC(=O)N1CCc2c(sc3c2c(=O)n(-c2ccc(CC)cc2)c(=O)n3CC(=O)c2ccccc2)C1,5%
CC(C)(C)c1ccc(C(=O)N/C(=C\c2ccco2)C(=O)Nc2ccccc2C(=O)O)cc1,-5%
Cc1c(-n2c(O)c(C3=c4ccccc4=NC3=O)sc2=S)c(=O)n(-c2ccccc2)n1C,-12%
CC1CCCN(C(=S)Nc2ccc(F)cc2)C1 (stereo not given),-9%
CCc1ccc2oc(C(=O)Nc3cc(C)ccc3C)cc(=O)c2c1,2%
Cc1ccc(-c2nc(CS(=O)(=O)CC(=O)NCCCN3CCN(C)CC3)c(C)o2)cc1,0%
Cc1ccc(CN2C(=O)SC(Nc3ccc(Cl)cc3)C2=O)cc1 (stereo not given),11%
CCOCCCNC(=O)CN1C(=O)c2cccnc2Sc2ccccc21,-4%
O=C(CSc1ccccn1)N/N=C/c1cc([N+](=O)[O-])ccc1O,?
COc1cc2nc(Nc3ccc(F)cc3)nc(N)c2cc1OC,-19%
CC(=O)Nc1cccc(-n2cc3c(c2-c2ccccc2Cl)c(=O)n(C)c(=O)n3C)c1,-2%
Cc1cccc(NC(=O)Cn2c(=O)n(Cc3ccc(C(=O)NCc4ccc5c(c4)OCO5)cc3)c(=O)c3ccccc32)c1,-9%
CC(C)c1ccc(Nc2nc3c(S(=O)(=O)c4ccc(Br)cc4)nnn3c3ccsc23)cc1,-6%
COc1ccc(S(=O)(=O)N(C)C)cc1NC(=O)COC(=O)c1n[nH]c2ccccc12,-2%
Cc1ccccc1CSCc1nc(N)nc(Nc2ccccc2C)n1,0%
O=C(CCCCCn1c(=S)[nH]c2ccc(N3CCOCC3)cc2c1=O)NCc1ccccc1,-9%
CCCc1c(NC(=O)Nc2ccc(Cl)cc2Cl)cnn1-c1ccccc1,-8%
CC1(NC(=O)c2cccc(S(=O)(=O)N3CCN(c4ccccc4)CC3)c2)CCS(=O)(=O)C1 (stereo not given),2%
Cc1cc(OCC(=O)Nc2ccc3oc(=O)ccc3c2)ccc1Cl,12%
COc1ccc(CNC(=O)CCc2nnc3n(C)c(=O)c4sccc4n23)cc1,-14%
COc1ccc(N2CCN(C(=O)c3ccc(CS(=O)(=O)c4ccccc4C)o3)CC2)cc1,4%
O=C1NC2=C(C(=O)CCC2)C(c2ccccc2)N1 (stereo not given),3%
O=C(CN1CCN(C(=O)c2cc(C3CC3)nn2-c2ccccc2)CC1)Nc1ccc(F)cc1,-2%
COc1ccc(NC(=O)c2ccc(-n3cncn3)c([N+](=O)[O-])c2)cc1OC,3%

# Other records.
SMILES,aSyn yeast rescue
Cc1ccc2oc(=O)c3cc(C(=O)N(Cc4ccccc4)C(C)C)sc3c2c1,9%
O=C1C2CCCN2C(c2ccc(Br)cc2)N1c1ccc(F)cc1 (stereo not given),15%
CC(=O)Nc1ccc(NC(=O)C2CCN(S(C)(=O)=O)CC2)cc1,3%
COc1cccc(C(=O)N2CCOCC2)c1,-5%
O=S(=O)(c1cccc(C(F)(F)F)c1)N1CCC(Oc2ccc(-n3cnnn3)cc2)CC1,?
Cc1ccc(OCc2nc3ccccc3n2CC(C)C)cc1,9%
Cc1ccccc1NC(=O)c1ccccc1NC(=O)c1ccccc1F,-4%
Cc1cccc(NC(=O)c2sc3nc(N4CCOCC4)c4c(c3c2N)CC(C)(C)OC4)c1,-12%
O=C(O)c1ccc(/C=N/n2cc(-c3ccccc3)[nH]c2=S)cc1,6%
CCSc1ncc(Cl)c(C(=O)Nc2ccc(S(=O)(=O)Nc3nccc(C)n3)cc2)n1,-22%
Cc1nc(-c2ccc(C)c(S(=O)(=O)N3CCC(C(=O)NCc4ccc(F)cc4)CC3)c2)no1,-4%
O=C(O)c1cnc2[nH]c3ccccc3n2c1=O,1%
Cc1cccn2c(=O)c3cc(C(=O)NCc4ccccc4)c(=N)n(CCOCCO)c3nc12,-2%
Cc1ccc(C)c(CN2C(=O)c3ccccc3S(=O)c3ccc(C(=O)NCc4ccccc4Cl)cc32)c1 (stereo not given),-8%
Cc1ccc(Cn2c(C)c3cnn(CC(=O)NCCc4ccc(Cl)cc4)c(=O)c3c2C)cc1,7%
Cc1cc(C)n2nc(SCC(=O)Nc3cc(Cl)ccc3C)nc2n1,1%
COc1ccccc1NC(=O)/C(=N/OCc1ccc(C#N)cc1)C(C)=O,3%
Cc1ccc(Cl)cc1N1CCN(S(=O)(=O)N2CCCCC2)CC1,-29%
CCc1ccc(-n2nc(C)c3c(C)cc(=O)n(CC(=O)NCc4ccc(C)cc4)c32)cc1,-10%
CCCOc1ccc(C(=O)NCC2OCCc3ccccc32)cc1OC (stereo not given),3%

# Sorted by SMILES length (descending): five of the compounds above
SMILES,aSyn yeast rescue
O=S(=O)(c1cccc(C(F)(F)F)c1)N1CCC(Oc2ccc(-n3cnnn3)cc2)CC1,?
Cc1cccc(NC(=O)c2sc3nc(N4CCOCC4)c4c(c3c2N)CC(C)(C)OC4)c1,-12%
Cc1cc(C)n2nc(SCC(=O)Nc3cc(Cl)ccc3C)nc2n1,1%
Cc1ccccc1NC(=O)c1ccccc1NC(=O)c1ccccc1F,-4%
COc1cccc(C(=O)N2CCOCC2)c1,-5%

# Other results:
SMILES,aSyn yeast rescue
CCN(c1ccccc1)S(=O)(=O)c1nnc(NC(=O)c2ccccc2OC)s1,12%
Cc1c(C(=O)Nc2ccc(C(=O)Nc3ccccc3)cc2)cccc1[N+](=O)[O-],-5%
CCOc1ccc(S(=O)(=O)Nc2ccncc2)c(C)c1C,3%
Cc1ccsc1/C=N/n1c(-c2cc(-c3ccccc3)n[nH]2)n[nH]c1=S,-2%
CC(=O)[C@@]1(O)C(C)CC2C3C=C(C)C4=Cc5c(cnn5-c5ccccc5)C[C@]4(C)C3C(O)C[C@@]21C (stereo not given in full),-23%
CN(C)c1ccc(CN(CC2CCCO2)C(=O)COc2ccc(Cl)cc2)cc1 (stereo not given),4%
O=C(CSc1nnc(-c2cccs2)o1)N1CCCCC1,1%
O=S(=O)(c1ccc(Cl)cc1)c1nc(-c2ccco2)oc1SCc1ccc(F)cc1,7%
Clc1ccc(-c2nnn3c2nc(N2CCCCC2)c2ccccc23)cc1,0%
CCN(C(=O)CCN1C(=O)c2ccccc2S1(=O)=O)c1ccccc1,13%
Cc1c(C(=O)Oc2cccc3cccnc23)cccc1[N+](=O)[O-],-75%[inhibitor]
Cc1ccc(C)c(N2CCN(S(=O)(=O)c3ccc(-c4cnc(C5CC5)o4)cc3)CC2)c1,0%
N#Cc1ccc(-c2cccs2)nc1SCc1ccc(Br)cc1,1%
CCC(=O)N1CCc2cc(S(=O)(=O)Nc3cc(C)ccc3OC)ccc21,-1%
CCc1ccc(CSc2nc(-c3ccccc3OC)nc3c2Cc2c(CO)cnc(C)c2O3)cc1,-10%
CC12CCC(=O)N1C(C(=O)Nc1nc(-c3ccc(F)cc3)cs1)CS2 (stereo not given),4%
COc1ccccc1C(=O)NCC(c1ccc(N(C)C)cc1)N1CCc2ccccc21 (stereo not given),-11%
O=C(NNC(=O)c1ccc2nonc2c1)Nc1ccc(Cl)cc1,-2%
Cc1ccc(C)c(N2CCN(C(=O)NCc3noc4ccccc34)CC2)c1,4%
Cc1cccc(NC(=O)CCc2ccc(N3C(N)=NC(N)=NC3(C)C)cc2)c1,-1%

# Look-ups from the results shown:
# In aSyn yeast rescue, CCc1ccc(CSc2nc(-c3ccccc3OC)nc3c2Cc2c(CO)cnc(C)c2O3)cc1 shows -10%
# In aSyn yeast rescue, CC(=O)[C@@]1(O)C(C)CC2C3C=C(C)C4=Cc5c(cnn5-c5ccccc5)C[C@]4(C)C3C(O)C[C@@]21C (stereo not given in full) shows -23%
# In aSyn yeast rescue, CCN(C(=O)CCN1C(=O)c2ccccc2S1(=O)=O)c1ccccc1 shows 13%
# In aSyn yeast rescue, Cc1c(C(=O)Nc2ccc(C(=O)Nc3ccccc3)cc2)cccc1[N+](=O)[O-] shows -5%
# In aSyn yeast rescue, CCOc1ccc(S(=O)(=O)Nc2ccncc2)c(C)c1C shows 3%
# In aSyn yeast rescue, O=C(CSc1nnc(-c2cccs2)o1)N1CCCCC1 shows 1%

# The results go on:
SMILES,aSyn yeast rescue
O=C(O)C(Oc1ccc2c(-c3ccccc3)cc(=O)oc2c1)c1ccccc1 (stereo not given),4%
COc1ccc(-n2c(SCc3ccccc3F)nc3c([nH]c4ccccc43)c2=O)cc1OC,11%
Cc1ccc(N=C2SC(C(=O)O)CC(=O)N2C)cc1C (stereo not given),2%
COc1ccccc1OCC(=O)NC1CCCc2ccccc21 (stereo not given),-30%[inhibitor]
Cc1ccc(C)c(Cn2c(=O)n(Cc3ccccc3)c(=O)c3sc4ccccc4c32)c1,1%
O=C(NNC(=O)c1ccccc1O)c1ccc(NS(=O)(=O)c2ccc(F)cc2)cc1,-21%
COCCn1c(=N)c(C(=O)NC2CCCC2)cc2c(=O)n3cc(C)ccc3nc21,-7%
CCCc1cc(=O)[nH]c(SCc2csc(-c3ccccc3)n2)n1,-3%
COc1cc(C(=O)NCC(c2cccnc2)N2CCc3ccccc3C2)cc(OC)c1OC (stereo not given),-9%
O=C(Nc1ccc(-n2cnnn2)cc1)c1cn2ccccc2n1,-6%
CCCCCC(O)(c1ccc(OC)cc1)C(CN1CCOCC1)c1ccccc1 (stereo not given),6%
COc1ccc(-c2nc3scc(CCNS(=O)(=O)c4ccc(Oc5ccccc5)cc4)n3n2)cc1,7%
COC(=O)c1cccc(NC2=NS(=O)(=O)c3ccccc32)c1,1%
Cc1ccc(-c2nc(SCC(=O)NCC3CCCO3)c3c(=O)n(C)c(=O)n(C)c3n2)cc1 (stereo not given),1%
COc1cccc(C(=O)NC(=S)Nc2ccc(Cl)cc2C(=O)O)c1,8%
Cc1cccc(C(=O)OCC(=O)NC(=O)NC2CCCCC2)c1,?
COC(=O)c1cccc(NC(=O)CSc2nnc(-c3ccco3)o2)c1,3%
COc1ccc(Cc2nc3ccc(C(=O)NCCSC)cc3o2)cc1,16%
CCCCN(C)C(=O)Cn1cnc2sc(C)c(S(=O)(=O)N3CCC(C)CC3)c2c1=O,0%

# Shown bar-delimited: part of the list above.
SMILES | aSyn yeast rescue
Cc1cccc(C(=O)OCC(=O)NC(=O)NC2CCCCC2)c1 | ?
COC(=O)c1cccc(NC(=O)CSc2nnc(-c3ccco3)o2)c1 | 3%

# Assay outcomes as filed in PubChem.

# Some of the compounds tested; count on the stated rates, not on these rows.
